Screening results from PubChem.
Rab7 wt GTP bind: alters GTP binding to wildtype dog Rab7. GST-Rab7 beads, fluorescent GTP binding, flow cytometry; actives lie on both sides; untreated = 100%, excess cold GTP = 0%. GTP binding activity (percent of control), % at 10 µM. 190,000 compounds, 0.055% hits;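 active = fluorescent GTP binding to Rab7 beads changed by at least 20 points from the 100% baseline, either direction, mostly lower; inconclusive = compound itself probably fluorescent, or too few beads counted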;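 note: median green fluorescence of bound Bodipy-FL-GTP per Rab7 bead population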
Rab2 wt GTP: changes GTP binding to wildtype dog Rab2A, up or down; P61105; GST-Rab2 wt beads, Bodipy-GTP binding, flow cytometry; GTP binding activity, % at 10 µM; 190,000 compounds, 0.19% hits; AID 760;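 active = GTP binding activity at least 20 points away from 100%, either lowered or raised; inconclusive = signal likely due to the compound's own green fluorescence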;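 note: 0% = beads with excess unlabeled GTP and 100% = no-compound control corrected for plate trend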
Rac1 act GTP bind: human Rac1 activated mutant GTP binding change | P63000 | percent activity (GTP binding), % at 10 µM | GST-Rac1 activated beads, fluorescent GTP binding, flow cytometry; actives lie on both sides; 100% means binding = to untreated wells | 190,000 compounds, 0.11% hits;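 active = GTP binding at least 20 percentage points away from the 100% baseline, in either direction, so actives lie on both sides; inconclusive = Compound likely fluorescent itself, or too few beads counted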
Mcl-1 Bim block: disrupts Bim peptide binding to human Mcl-1 | Q07820 | Bead-based flow cytometry, Bim peptide-Mcl-1 binding | inhibition, % at 10 µM | 190,000 compounds, 0.1% hits | AID 1009; in the data active = inhibition above about 40%;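 note: 0% = no compound tracer wells and 100% = peptide blocker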
Pf gamet viab: kills late stage P. falciparum gametocytes; P. falciparum stage V gametocytes, ATP luminescence, 24 h; inhibition, % at 10.9 µM; 150,000 compounds, 0.065% hits; AID 743093;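 active = inhibition above the mean plus 3 SD of compounds within the control limits, set per campaign, cut at about 38% in these data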;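 note: 0% = DMSO wells and 100% = medium only without gametocytes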
Mcl1-Noxa inh: disrupts binding of human Mcl-1 to Noxa peptide; Q07820; TR-FRET Mcl-1/Noxa peptide binding, 2 h; inhibition, % at 21.7 µM; 220,000 compounds, 1.5% hits; AID 1022;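 active = compounds that cut the protein-peptide binding signal by more than 50% relative to plate controls in a single-dose test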;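 note: His-tagged Mcl-1 with rhodamine Noxa BH3 peptide and terbium anti-His antibody; 0% = Mcl-1 plus Noxa peptide wells and 100% = peptide-only wells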
Mcl1 Bid PPI: Mcl-1/Bid interaction inhibition; Q07820; TR-FRET Mcl-1/Bid-Dy647 peptide binding, 1536-well; inhibition, % at 21.7 µM; 220,000 compounds, 0.97% hits; AID 1021;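 active = compounds that cut the binding signal by more than half at the single screening dose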;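 note: His-tagged Mcl-1 with europium anti-His antibody binding Bid BH3 peptide; 0% = Mcl-1 plus peptide wells and 100% = peptide-only wells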
RGS8-Gao reg: human RGS8-Galphao interaction regulation | P09471 | multiplexed bead flow cytometry, RGS8-Galphao binding; actives lie on both sides | response (percent of control binding), % at 10 µM | 220,000 compounds, 0.34% hits; in the data active = response below about 60% or above about 140%; inactive = in between;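 note: Galphao activated as the GDP aluminium fluoride complex binding bead-coupled RGS8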
Target sequence (P09471 whole entry, looked up): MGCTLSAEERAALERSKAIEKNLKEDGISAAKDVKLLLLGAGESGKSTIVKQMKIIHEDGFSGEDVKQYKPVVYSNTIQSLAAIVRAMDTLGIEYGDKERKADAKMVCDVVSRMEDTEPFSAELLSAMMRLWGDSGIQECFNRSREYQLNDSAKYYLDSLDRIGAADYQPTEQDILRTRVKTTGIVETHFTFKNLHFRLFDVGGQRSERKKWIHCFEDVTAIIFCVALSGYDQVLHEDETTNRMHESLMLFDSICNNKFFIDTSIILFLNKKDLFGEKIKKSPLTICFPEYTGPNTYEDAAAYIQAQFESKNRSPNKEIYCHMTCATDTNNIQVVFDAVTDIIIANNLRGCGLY
Cdc42 wt: human Cdc42 wildtype GTP binding change, either direction; GST-Cdc42 beads, Bodipy-GTP binding, flow cytometry; actives lie on both sides; percent activity (GTP binding), % at 10 µM; 190,000 compounds, 0.2% hits;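 active = percent activity GTP binding at least 20 points away from the 100% baseline, either down as inhibitor or up as activator; inconclusive = compound flagged as likely green fluorescent from well-wide comparison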;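 note: median bead fluorescence of bound Bodipy-FL-GTP at 100 nM; 0% = excess unlabeled GTP control and 100% = no compound control; below 100% means less GTP binding so inhibitor and above means activator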
Target sequence (P60953 whole entry, looked up): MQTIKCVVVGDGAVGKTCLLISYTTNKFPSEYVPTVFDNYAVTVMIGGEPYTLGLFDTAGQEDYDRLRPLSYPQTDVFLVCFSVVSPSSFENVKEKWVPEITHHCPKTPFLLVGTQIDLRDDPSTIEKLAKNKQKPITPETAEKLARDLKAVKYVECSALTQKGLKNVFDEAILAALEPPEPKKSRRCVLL
HRas wt GTP: human HRas wildtype GTP binding, change in either direction | GTP binding activity, % at 10 µM | P01112 | AID 759 | 190,000 compounds, 0.14% hits | GST-Ras wt beads, Bodipy-FL-GTP binding, flow cytometry; actives lie on both sides;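 active = GTP binding activity at least 20% away from the 100% baseline, either lowered as inhibitor or raised as activator; inconclusive = flagged as likely green fluorescent, judged across all proteins in the well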;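 note: 0% = unlabeled GTP competition control and 100% = no-compound control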
Target sequence (P01112 whole entry, looked up): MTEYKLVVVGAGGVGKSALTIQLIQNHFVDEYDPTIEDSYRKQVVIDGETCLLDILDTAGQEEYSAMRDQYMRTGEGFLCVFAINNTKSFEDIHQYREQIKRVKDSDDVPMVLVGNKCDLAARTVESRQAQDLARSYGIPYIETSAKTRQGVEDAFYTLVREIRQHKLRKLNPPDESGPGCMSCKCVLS
Rac1 wt GTP bind: alters GTP binding to wildtype human Rac1. P63000. GST-Rac1 beads, fluorescent GTP binding, flow cytometry; actives lie on both sides; 0 = cold GTP competed, 100 = untreated. GTP binding activity (% of control), % at 10 µM. 190,000 compounds, 0.27% hits;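 active = GTP binding activity at least 20 points away from the 100% control level, either lower or higher; inconclusive = compound flagged as likely green fluorescent, judged across all proteins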
Numbers without * were called inactive; ? = inconclusive; / = no result given.

SMILES | Rab7 wt GTP bind | Rab2 wt GTP | Rac1 act GTP bind | Mcl-1 Bim block | Pf gamet viab | Mcl1-Noxa inh | Mcl1 Bid PPI | RGS8-Gao reg | Cdc42 wt | HRas wt GTP | Rac1 wt GTP bind
O=C(C1CC(=O)N(C2CCCC2)C1)N1CCC2(CC1)OCCO2 (stereo not drawn) | ? | ? | ? | 0 | / | 14 | -4 | 104 | ? | ? | ?
COc1cc(/C=C/[N+](=O)[O-])ccc1O | 103 | 103 | 99 | -4 | / | 51* | -25 | 95 | 104 | 104 | 106
O=C(Nc1ccccc1OC(=O)N1CCOCC1)N1CCOCC1 | 98 | 100 | 99 | -1 | 13 | 11 | -25 | 100 | 102 | 99 | 104
CCN1CCN(Cc2nnnn2C(C)(C)C)CC1 | 97 | 104 | 101 | 3 | 0 | 22 | -4 | 96 | 108 | 105 | 102
C/C(CC(c1ccccc1)c1c(O)c2ccccc2oc1=O)=N\NC(N)=S (stereo not drawn) | 95 | 96 | 99 | -4 | -1 | 13 | 3 | 103 | 100 | 96 | 101
Cc1ccc(-n2c(C)cc(/C=C3\C(=O)NC(=O)N(C)C3=O)c2C)cc1C | 96 | 98 | 99 | -3 | / | 31 | -20 | 102 | 96 | 100 | 102
Cc1ccc(Cn2nc(C)c(C=O)c2Cl)cc1 | 111 | 102 | 96 | 0 | 4 | 18 | -10 | 100 | 101 | 100 | 99
CC(C)(C)c1ccc(C(=O)C2CCCN(C3CCC3)C2)cc1 (stereo not drawn) | 102 | 98 | 97 | -2 | -3 | -3 | -7 | 104 | 98 | 97 | 100
COc1ccc(C(=O)C2CCCN(Cc3ccon3)C2)c(OC)c1 (stereo not drawn) | 97 | 97 | 96 | 0 | -31 | -12 | -7 | 99 | 97 | 97 | 99
CC(C)OC(=O)C1C(=O)NC2(C)CC1c1ccccc1O2 (stereo not drawn) | 99 | 102 | 100 | 0 | / | 2 | -20 | 101 | 104 | 99 | 104
O=C1NC(=O)N(c2ccc3c(c2)OCO3)C(=O)/C1=C/c1ccc(N2CCCCC2)o1 | 101 | 99 | 97 | -2 | / | 1 | -17 | 96 | 99 | 97 | 98
CCN1CCN(Cc2ccccc2C)CC1 | 101 | 100 | 98 | 5 | -6 | 4 | 1 | 101 | 100 | 100 | 99
CC1CCCC(C)N1/N=C/c1c[nH]c2ccc(Br)cc12 (stereo not drawn) | 96 | 96 | 97 | -10 | 3 | 37 | -23 | 103 | 99 | 96 | 100
COc1ccc2[nH]cc(CCN(C)C)c2c1 | 106 | 101 | 98 | 0 | / | 0 | -78 | 101 | 100 | 99 | 100
O=C(CN1C(=O)CN=C(c2ccccc2Cl)c2cc(Cl)ccc21)NCc1ccco1 | 100 | 97 | 94 | -5 | / | 0 | -26 | 101 | 96 | 98 | 95
C[N+]12CN3CN(CN(C3)C1)C2 | 106 | 103 | 98 | 2 | / | 38 | -20 | 99 | 101 | 101 | 100
OCC12CO[C@@H]3c4ccccc4[C@H](OC1)N32 (stereo partly drawn) | 95 | 94 | 92 | -6 | / | / | -15 | 110 | 95 | 96 | 90
CCCCn1c(O)c(C(C)=NCc2ccc(F)cc2)c(=O)[nH]c1=O | ? | ? | ? | 0 | -16 | 2 | 2 | 100 | ? | ? | ?
Cc1ccc(C(=O)C2CN(C)CC2C(=O)c2ccc(C)cc2)cc1 (stereo not drawn) | 100 | 99 | 100 | -2 | / | 4 | -7 | 103 | 101 | 100 | 101
CC(C)(C)P(=O)(NCc1ccccc1)c1ccccc1 (stereo not drawn) | 107 | 106 | 95 | -2 | -20 | 1 | -18 | 103 | 105 | 100 | 101
COC(=O)C1=CO[C@@H](C)[C@@H]2CN3CC[C@]4(C(=O)Nc5ccccc54)[C@@H]3C[C@H]12 | 98 | 97 | 96 | -1 | / | 2 | -13 | 102 | 100 | 97 | 100
COc1ccc(CN2C(=O)NC(=O)/C(=C/c3ccc([N+](=O)[O-])o3)C2=O)cc1 | 106 | 96 | 86 | 1 | / | 95* | 34 | 96 | 91 | 95 | 95
Cc1ccc(O)c(C(=O)c2cc(C(=O)NCCC(C)C)c(=O)n(CCC(C)C)c2)c1 | 97 | 95 | 94 | -2 | -4 | 1 | -21 | 102 | 93 | 96 | 97
O=c1c2ccccc2nc(-c2ccco2)n1-c1ccncc1 | 103 | 106 | 101 | -2 | 16 | 23 | -9 | 97 | 108 | 105 | 112
C=CCN1C(=O)C2(C(C(=O)OCC)=C(N)Oc3ccccc32)C2=C1CCCC2=O (stereo not drawn) | 101 | 100 | 100 | 0 | 7 | -6 | -10 | 100 | 101 | 101 | 103
Cc1ccc(N2C(=O)NC(=O)C(CCc3ccccn3)(Cc3cccc(Cl)c3Cl)C2=O)cc1 (stereo not drawn) | 94 | 94 | 94 | 0 | 11 | -6 | 4 | 101 | 96 | 95 | 97
CCCOP(=O)(OCCC)C(NC(=O)c1cc(OC)c(OC)c(OC)c1)c1ccccc1 (stereo not drawn) | 98 | 97 | 95 | -2 | 9 | 9 | -35 | 102 | 92 | 96 | 94
CCN(CC)c1ccc(/C=C2/C(=O)NC(=O)N(Cc3ccco3)C2=O)cc1 | 98 | 94 | 95 | 17 | -16 | 15 | -26 | 90 | 99 | 96 | 100
COc1cc(CNCCc2ccc3c(c2)OCO3)cc(OC)c1OC | 101 | 95 | 94 | -3 | -3 | 13 | 16 | 97 | 95 | 97 | 94
N/C(=N\N=C\c1ccc(O)cc1O)N[N+](=O)[O-] | 101 | 101 | 102 | 0 | / | -6 | -136 | 77 | 106 | 101 | 110
CC1(C)CSC(=NCc2ccccc2)N1 | 104 | 100 | 98 | -2 | 19 | 12 | -34 | 99 | 98 | 98 | 101
Cc1[nH]c2ccccc2c1CCCNC1CCCCC1 | 104 | 102 | 102 | -4 | 6 | 3 | -60 | 101 | 101 | 101 | 104
Cc1ccc(S(=O)(=O)N2CC3CC(C2)c2cccc(=O)n2C3)cc1 (stereo not drawn) | 99 | 100 | 101 | 0 | / | -2 | -23 | 104 | 99 | 99 | 100
O=C(Cn1ccc2ccccc2c1=O)NCC(=O)N1CCC2(CC1)OCCO2 | 102 | 99 | 94 | -2 | -27 | 0 | 4 | 102 | 93 | 96 | 95
Fc1ccc(Cn2nnnc2C(c2ccc(Cl)cc2)N2CC=C(c3ccc(F)cc3)CC2)cc1 (stereo not drawn) | 100 | 99 | 98 | -4 | / | -5 | -22 | 99 | 104 | 100 | 101
COc1ccc(OC)c(N2C(=O)NC(=O)/C(=C\c3ccc([N+](=O)[O-])s3)C2=O)c1 | 96 | 91 | 91 | 0 | 16 | 49 | -34 | 85 | 88 | 92 | 85
COC(=O)c1cc(C(O)(C(=O)OC)C(F)(F)F)c(/N=C/N(C)C)s1 (stereo not drawn) | 97 | 96 | 95 | -3 | 9 | 20 | -15 | 101 | 96 | 96 | 97
O=C1NC(=O)C(CCc2ccncc2)(CCc2ccncc2)C(=O)N1Cc1ccc(F)cc1 | 96 | 100 | 94 | -1 | 0 | -1 | -2 | 100 | 97 | 94 | 96
CCCCn1c(O)c(C(CC)=Nc2ccc(OC)cc2OC)c(=O)[nH]c1=O | 92 | 98 | 97 | 0 | -13 | 7 | -2 | 90 | 101 | 98 | 99
COC(=O)C(O)(c1c(C)[nH]n(-c2ccccc2)c1=O)C(F)(F)F (stereo not drawn) | 98 | 97 | 97 | -2 | -4 | 15 | 3 | 97 | 98 | 98 | 100
CCCCn1c(=O)c(C(=O)Nc2ccccc2)c(O)c2ccccc21 | 95 | 93 | 93 | 0 | / | 18 | 13 | 99 | 98 | 94 | 99
O=C1NC(=S)N(c2ccccc2F)C(=O)/C1=C\c1cccs1 | 96 | 91 | 94 | -4 | 7 | 86* | 32 | 100 | 97 | 93 | 96
O=C(NC1(C(F)(F)F)Oc2ccccc2O1)N1CCC2(CC1)OCCO2 | 100 | 100 | 98 | -1 | / | 28 | -17 | 85 | 98 | 100 | 101
O=C(CNC(=O)c1cccc(Cl)c1)Nc1ccc(Br)cc1C(=O)c1ccccc1 | 101 | 99 | 101 | -5 | 22 | -2 | -20 | 102 | 100 | 102 | 100
COc1ccccc1OCC#CCN1CCCC1 | 107 | 98 | 95 | 0 | / | 19 | 7 | 97 | 97 | 99 | 98
Cc1cc(Cl)ccc1OCC(=O)N1CCN(C)CC1 | 105 | 101 | 101 | -1 | / | -12 | -8 | 102 | 102 | 103 | 105
CCOC(=O)c1c(NS(=O)(=O)c2ccccc2)n(CCCOC)c2nc3ccccc3nc12 | 98 | 98 | 98 | 0 | / | 5 | -4 | 99 | 99 | 99 | 95
CCn1cc(C(=O)N2CCOCC2)c2ccccc21 | 101 | 96 | 95 | -6 | -4 | 17 | -8 | 103 | 98 | 99 | 99
CN(C)CCCN=Cc1c(O)n(Cc2ccco2)c(=O)[nH]c1=O | 104 | 102 | 100 | -5 | -26 | 24 | -11 | 91 | 100 | 101 | 101
CCC(=NCC1CCCO1)c1c(O)[nH]c(=O)[nH]c1=O (stereo not drawn) | 104 | 104 | 101 | 0 | / | 12 | -5 | 101 | 104 | 104 | 107
O=C(CN1CCCCC1)c1ccccc1F | 100 | 97 | 97 | -2 | 12 | 10 | -8 | 104 | 101 | 97 | 103
CC(=NCc1cccnc1)c1c(O)n(-c2ccccc2)c(=O)[nH]c1=O | 103 | 100 | 99 | 0 | / | 14 | -10 | 101 | 101 | 102 | 100
Nc1c(C(=O)NCc2ccco2)c2nc3ccccc3nc2n1Cc1ccccc1 | 97 | 95 | 98 | 3 | 3 | 34 | 4 | 101 | 99 | 98 | 103
O=C(C(Cc1ccccc1)NS(=O)(=O)c1ccc(F)cc1)N1CCC2(CC1)OCCO2 (stereo not drawn) | 100 | 101 | 101 | 0 | / | 19 | -2 | 97 | 104 | 100 | 102
COCCNC(=O)c1c(N)n(CCC(C)C)c2nc3ccccc3nc12 | 94 | 95 | 95 | 0 | 4 | 2 | -13 | 99 | 97 | 99 | 95

Quoted at random: 2 compounds from above.
SMILES | Rab7 wt GTP bind | Rab2 wt GTP | Rac1 act GTP bind | Mcl-1 Bim block | Pf gamet viab | Mcl1-Noxa inh | Mcl1 Bid PPI | RGS8-Gao reg | Cdc42 wt | HRas wt GTP | Rac1 wt GTP bind
COCCNC(=O)c1c(N)n(CCC(C)C)c2nc3ccccc3nc12 | 94 | 95 | 95 | 0 | 4 | 2 | -13 | 99 | 97 | 99 | 95
CN(C)CCCN=Cc1c(O)n(Cc2ccco2)c(=O)[nH]c1=O | 104 | 102 | 100 | -5 | -26 | 24 | -11 | 91 | 100 | 101 | 101

An excerpt (hit frequency here may not be typical).
